Source: PubChem BioAssay (several laboratories)
NSD2 HMT inh – inhibitors of human histone methyltransferase NSD2; O96028; NSD2 peptide methylation, AlphaScreen, 120 min; inhibition, % at 12.5 µM; 310,000 compounds, 0.54% hits; AID 743445; in the data active means inhibition above about 50%
SUMO Mot1 rescue – inhibitors of SUMOylation pathway: yeast Mot1-301 growth rescue; S. cerevisiae Mot1-301 growth rescue, ATP luminescence, 38.5C; percent above DMSO median, 100 means doubled; growth rescue, % at 18.8 µM; 320,000 compounds, 1% hits;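 active means every valid replicate shows activation above 250% relative to neutral control wells; inactive means the rest, any valid replicate at or below 250%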;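 further: OY570 slx delta 5 strain wells were the positive control but not used for scaling; some compounds called inactive have numbers as strong as hits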
Arr AP2 block – inhibitors of human beta-arrestin and AP2 interaction | 340,000 compounds, 0.31% hits | FITC-arrestin peptide / GST-AP2 beads, flow cytometry; AP2 beta2 appendage carries R879A mutation | inhibition, % at 10 µM;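 active means inhibition above a set limit, near 3 SD of compounds lacking own fluorescence, cut at about 54% in these data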;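 further: plate controls were DMSO wells for no effect and 5 µM unlabelled arrestin peptide for full effect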
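test system = AP2 appendage R879A on GSH beads | buffer or medium = PBS plus Tween 20 (0.05%) and BSA (0.1%) | incubation = 12 min plus 1 h, RT | detection = bead flow cytometry, FITC channel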
CDK5 p35 inh – CDK5/p35 (human) kinase inhibition. inhibition, % at 10 µM. Recombinant CDK5/p35, ADP-Glo luminescence, 60 min. Q00535+Q15078. 330,000 compounds, 0.01% hits;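 active means highest replicate inhibition of at least 50% and at least 75% of replicates reaching 50%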;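 further: plate controls were DMSO neutral control for no effect and GW8510 at 10 µM for full effect; many of its hits are not listed in these tables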
Target sequence (Q00535 whole entry, looked up): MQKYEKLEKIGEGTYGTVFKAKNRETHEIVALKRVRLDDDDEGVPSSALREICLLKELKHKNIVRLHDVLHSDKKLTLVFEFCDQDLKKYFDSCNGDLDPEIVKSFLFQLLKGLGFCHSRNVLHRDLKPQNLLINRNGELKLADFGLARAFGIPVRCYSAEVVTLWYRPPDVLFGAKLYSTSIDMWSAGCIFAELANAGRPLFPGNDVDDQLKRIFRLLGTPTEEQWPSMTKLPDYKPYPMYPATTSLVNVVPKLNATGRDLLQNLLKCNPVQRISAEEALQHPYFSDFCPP
Target sequence (Q15078 whole entry, looked up): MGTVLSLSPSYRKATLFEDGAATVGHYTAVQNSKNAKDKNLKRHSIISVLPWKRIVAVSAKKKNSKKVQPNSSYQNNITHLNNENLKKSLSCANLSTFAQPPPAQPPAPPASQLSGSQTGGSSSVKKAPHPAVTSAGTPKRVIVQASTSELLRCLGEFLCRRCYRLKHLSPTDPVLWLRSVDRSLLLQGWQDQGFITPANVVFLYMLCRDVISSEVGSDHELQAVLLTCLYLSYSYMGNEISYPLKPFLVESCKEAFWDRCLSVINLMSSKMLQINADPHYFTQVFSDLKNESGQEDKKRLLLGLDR
MITF TRPM1 HTS – MITF TRPM1 promoter activation in melanoma cells. 300,000 compounds, 0.75% hits. activation, % at 12.5 µM. AID 588334. SK-MEL-5 TRPM1-promoter luciferase, 24 h; % of positive control, neutral wells = 0;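 active means mean activation of at least 80% with every replicate also reaching 80%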;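 further: 0% = neutral control wells and 100% = parthenolide positive control wells; values of inactives mirror those of a sister screen read the other way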
SR-BI DiI-HDL act – activators of SR-BI mediated HDL lipid uptake. CHO ldlA[mSR-BI] cells, DiI-HDL uptake fluorescence, 3 h; 100 = double the neutral-control signal. activation, % at 12.5 µM. 320,000 compounds, 0.096% hits;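 active means mean replicate activation of at least 60% and every replicate at or above 60%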;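 further: 0% = median plate neutral-control signal and 100% = twice that signal; values of inactives mirror those of a sister screen read the other way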
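Test system: SR-BI-overexpressing, LDLR-lacking CHO cells. Measured by: DiI fluorescence, bottom read. Medium: Ham's F12 with 0.5% BSA, HEPES 25 mM, pH 7.4. Timing: 3 h uptake period with compound, 37 °C.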
dFosB activator – enhances mouse delta FosB homodimer DNA binding | P13346 | purified delta FosB, TAMRA-CDK5 oligo fluorescence polarization; percent of positive-control signal above neutral wells | activation, % at 25 µM | 340,000 compounds, 0.99% hits | AID 493131;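 active means mean activation above about 17%, with every replicate also reaching it, limit read from the data, passing the limit was not always enough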;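 further: fluorescence polarization rise as delta FosB binds a TAMRA Cdk5 AP-1 oligo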
Pemphigus Ab inh – blocks pemphigus antibody binding to human desmoglein-3 | P32926 | DSG3-coupled beads, scFv-anti-DSG3-GFP binding, flow cytometry; stronger effect = lower value | binding (percent of control), % at 10 µM | 310,000 compounds, 0.48% hits;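 active means binding more than 3 SD below its plate's average and above zero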; further: some compounds called inactive have numbers as strong as hits
SR-BI HDL uptake – mouse SR-BI HDL lipid transfer inhibition; Q61009; ldlA[mSR-BI] CHO cells, DiI-HDL uptake fluorescence, 3 h; inhibition, % at 12.5 µM; 320,000 compounds, 0.96% hits; AID 488896;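 active means mean replicate inhibition of at least 70% and a set share of replicates each scoring 70 or more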;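 further: 0% = median of neutral control wells and 100% = median of positive control wells; values of inactives mirror those of a sister screen read the other way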
Target sequence (Q61009 whole entry, looked up): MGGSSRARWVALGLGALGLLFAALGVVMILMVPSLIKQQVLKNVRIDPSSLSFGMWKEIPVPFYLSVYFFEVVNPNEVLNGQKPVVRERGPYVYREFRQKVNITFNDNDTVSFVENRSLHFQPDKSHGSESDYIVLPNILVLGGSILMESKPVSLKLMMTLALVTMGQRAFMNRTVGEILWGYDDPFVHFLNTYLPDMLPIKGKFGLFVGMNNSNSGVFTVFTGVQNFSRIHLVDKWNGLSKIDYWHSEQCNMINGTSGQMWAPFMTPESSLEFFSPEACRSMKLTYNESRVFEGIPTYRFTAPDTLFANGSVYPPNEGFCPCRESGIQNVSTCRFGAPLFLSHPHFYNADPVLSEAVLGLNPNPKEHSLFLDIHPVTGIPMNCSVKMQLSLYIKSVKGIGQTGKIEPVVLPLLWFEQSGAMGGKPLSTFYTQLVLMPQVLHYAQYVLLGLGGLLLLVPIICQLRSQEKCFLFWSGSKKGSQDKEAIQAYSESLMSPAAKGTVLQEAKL
PKA-R2B act – PKA-R2B complex activation; P22694+P31323; AID 504700; 340,000 compounds, 0.079% hits; activation, % at 11.4 µM; PKA-R2B holoenzyme dissociation, Cy5-IP20 fluorescence polarization; R2B truncated from residue 108, S112A mutant; 0% DMSO only, 100% 113 µM cGMP;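 active means activation above a cutoff set at the mean over all compounds plus 3 SD, cut at about 18% in these data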;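 further: higher means more holoenzyme dissociation and a rise in polarization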
PKA-R1A act – activates the PKA-R1A holoenzyme complex. PKA-R1A dissociation, Cy5-IP20 fluorescence polarization; scaled: DMSO 0%, 113 µM cGMP 100%. AID 504707. 340,000 compounds, 0.083% hits. P00514+P68181. activation, % at 11.4 µM;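 active means percent activation above the mean of all tested compounds plus 3 SD, cut at about 19% in these data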;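 further: higher means more PKAc released from R1A so a rise in polarization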
An asterisk follows results filed as active; . = not tested or not shown; & = joins results of further samples.

SMILES	NSD2 HMT inh	SUMO Mot1 rescue	Arr AP2 block	CDK5 p35 inh	MITF TRPM1 HTS	SR-BI DiI-HDL act	dFosB activator	Pemphigus Ab inh	SR-BI HDL uptake	PKA-R2B act	PKA-R1A act
COc1ccc(S(=O)(=O)N2CCCCC2)cc1NC(=O)C1CC(=O)N(c2ccc3c(c2)OCCO3)C1 (centres undefined)	-5	-7	-4	0.7	-4	4	-8	96	-4	3	-4
O=C(CCCN1C(=O)S/C(=C\C=C\c2ccccc2)C1=O)Nc1ccc(C(=O)O)cc1	0	-12	5	-2.2	31	13	-14	.	-13	-10	4
NCCCCCCNS(=O)(=O)c1cccc2c(Cl)cccc12	.	1	5	2.2	-9	15	-11	106	-15	11	2
Cc1ccc(CN2CCNC(=O)C2CC(=O)N(C)Cc2cnccn2)cc1 (centres undefined)	-2	-3	27	0.4	4	5	2	101	-5	-9	-2
COc1ccc(C)cc1S(=O)(=O)N(CC(=O)O)c1ccc(C)cc1	-2	-6	3	0.3	.	-12	0	107	12	5	15
O=C(NCc1ccco1)c1ccc(-c2ccc(Cl)cc2)o1	0	-10	9	-0.8	12	0	-12	101	0	-4	2
COc1cccc(NC(=O)C2CCN(S(=O)(=O)c3ccc4[nH]c(=O)oc4c3)CC2)c1	1	13	-15	0.1	-7	1	-10	105	-1	-9	-3
CN(CC(=O)Nc1ccc(Cl)c(C(F)(F)F)c1)C(=O)C1CSC2(C)CCC(=O)N12 (centres undefined)	0	12	-2	0.0	3	7	-6	98	-7	10	-1
COc1ccc(Nc2nnc(SC(C(=O)Nc3cc(C)ccc3C)c3ccccc3)s2)cc1 (centres undefined)	-2	3	13	1.2	0	-33	-12	81	33	-9	4
C/C(=N\NC(=O)COc1ccccc1F)c1cc2ccccc2o1	0	12	0	-1.3	57	-6	-1	116	6	-5	-13
Cc1ccc(NC(=O)COC(=O)Cn2cnc3c2c(=O)n(C)c(=O)n3C)cc1F	.	.	-1	-1.0	15	16	6	99	-16	-4	0
Nc1nc(CSc2ncccn2)nc(Nc2ccccc2)n1	-1	3	-13	-0.2	51	2	-2	108	-2	-3	-4
CC(=O)c1ccc(N=Nc2ccc(C)cc2)cc1	31	.	0	1.6	1	-17	-4	91	17	-4	1
C=CCN1c2ccccc2[C@]23C[C@@H](C(=O)OC)N(C(=O)NCCC)C2=NC(C(=O)OC)=C(C(=O)OC)[C@H]13	.	-15	1	-0.9	6	47	2	100	-47	1	-14
C=CCN(c1ccc(C(=O)N2CCCC2)cc1)S(C)(=O)=O	.	9	3	1.9	-3	-6	4	103	6	2	9

Complete entries, quoted from the list:
C=CCN1c2ccccc2[C@]23C[C@@H](C(=O)OC)N(C(=O)NCCC)C2=NC(C(=O)OC)=C(C(=O)OC)[C@H]13 is listed as NSD2 HMT inh: .; SUMO Mot1 rescue: -15; Arr AP2 block: 1; CDK5 p35 inh: -0.9; MITF TRPM1 HTS: 6; SR-BI DiI-HDL act: 47; dFosB activator: 2; Pemphigus Ab inh: 100; SR-BI HDL uptake: -47; PKA-R2B act: 1; PKA-R1A act: -14
C=CCN(c1ccc(C(=O)N2CCCC2)cc1)S(C)(=O)=O is listed as NSD2 HMT inh: .; SUMO Mot1 rescue: 9; Arr AP2 block: 3; CDK5 p35 inh: 1.9; MITF TRPM1 HTS: -3; SR-BI DiI-HDL act: -6; dFosB activator: 4; Pemphigus Ab inh: 103; SR-BI HDL uptake: 6; PKA-R2B act: 2; PKA-R1A act: 9

The list continues:
SMILES	NSD2 HMT inh	SUMO Mot1 rescue	Arr AP2 block	CDK5 p35 inh	MITF TRPM1 HTS	SR-BI DiI-HDL act	dFosB activator	Pemphigus Ab inh	SR-BI HDL uptake	PKA-R2B act	PKA-R1A act
c1ccc(CNc2ncnc3sc4c(c23)CCCC4)nc1	1	2	-8	-3.4	-13	-5	-3	109	5	7	-1
O=C(Nc1ccc2c(c1)OCCO2)c1ccc(NC(=O)C2CCCO2)cc1 (centres undefined)	-1	-10	2	1.5	-8	-1	-6	105	1	14	1
Cc1cccc(-c2nn(-c3ccccc3)cc2C(=O)N2CCN(C3CCS(=O)(=O)C3)CC2)c1 (centres undefined)	0	-7	33	-0.6	1	-6	-4	102	6	-9	1
CCOc1ccc(NC(=O)Nc2cccc(C(=O)O)c2)cc1	0	2	15	-0.6	-94	6	1	122	-6	0	-7
O=C(OCC(F)(F)F)c1cccc(COc2ccc3ccccc3c2)c1	.	1	-7	0.6	-91	16	0	109	-16	-4	-11
O=C(NCCc1ccccc1)C(=O)Nc1nccs1	2	-3	-9	-0.5	41	15	13	105	-15	-11	-11
Cc1ccc(N=C2NC(=O)/C(=C/c3cccnc3)S2)c(C)c1	5	22	42	-1.9	2	17	-13	99	-17	-35	0
O=[N+]([O-])c1ccc2oc(-c3ccccc3)nc2c1	-6	12	2	0.7	50	4	5	103	-4	-9	-19
Cc1cn([C@H]2C=C[C@@H](CO)O2)c(=O)[nH]c1=O	.	-5&17	11&24	0.3&-0.7	7&19	11&5	1&-7	99&102	-2&-5	3&9	-4&3
CC1(C)OC2OC(C(=O)N/N=C/c3ccccc3F)C3OC(C)(C)OC3C2O1 (centres undefined)	-3	34	-5	-0.2	1	3	-5	93	-1	8	-3
CN(CCOC(=O)c1ccc2c(c1)OCCO2)Cc1ccccc1	9	-18	-8	0.1	17	33	0	98	-33	-1	2
COc1cccc(NC(=O)CN(C)C(C)C(=O)NC(=O)NC2CCCCC2)c1 (centres undefined)	0	6	-9	0.0	-8	-12	-10	.	12	7	-16
O=C1N/C(=N/N=C/c2ccc(O)cc2)SC1Cc1ccccc1 (centres undefined)	1	-6	31	0.1	15	.	7	96	.	2	-3
CCOc1ccc(NCc2cccn2-c2nnc(N3CCC(C(=O)NCCCN4C(C)CCCC4C)CC3)s2)cc1 (centres undefined)	23	5	-4	-0.9	-48	10	-4	105	-10	1	0
O=C(Oc1ccccc1OC(=O)N1CCOCC1)N1CCOCC1	0	3	1	-1.5	-1	2	-4	91	-2	1	1
O=C(CSc1ncccc1-c1nc2ccccc2[nH]1)N1CCc2ccccc21	-1	-5	4	0.4	31	-32	6	101	32	-8	-2
CC(C)CCNC(=S)NC1CCCC1	6	.	0	-5.3	-9	-6	-2	115	6	-4	8
COc1cc(C)nc(OCCNC(=O)COc2ccc(Cl)cc2Cl)n1	1	4	-11	0.4	-3	-23	9	107	23	-5	-10
Cc1cccc(NC(=O)CCSc2ccccn2)c1	-1	-4	30	1.4	66	-8	-4	127	8	0	5
O=C(c1ccco1)N1CCN(Cc2cc(=O)oc3cc(O)ccc23)CC1	-2	-4	-4	0.2	7	13	-2	101	-13	2	-5
Cc1onc(-c2c(Cl)cccc2Cl)c1C(=O)c1c[nH]c(C(=O)NC2CC2)c1	2	23	6	-0.5	-6	-11	-10	103	11	0	13
O=C(CSc1nnc2ccc(-c3ccncc3)nn12)Nc1ccc(F)cc1	0	4	-4	2.6	-7	3	-12	90	-3	5	-4
Cc1nc(SCC(=O)NCC2CCCO2)[nH]c(=O)c1C (centres undefined)	-1	-9	18	0.0	4	23	-4	105	-23	-6	17
CC(C)CN(CC(C)C)C(=O)c1cc2c(=O)n3ccccc3nc2s1	-24	2	-13	0.7	-1	-67	-10	108	67	7	3
COc1ccccc1CN1CCNC(=O)C1CC(=O)NC1CCCCCC1 (centres undefined)	0	-6	8	1.5	-5	19	-5	105	-19	9	7
O=C(Nc1ccccc1)c1cc([N+](=O)[O-])ccc1NC1CCCCC1	-1	-2	0	-1.3	15	-47	1	108	47	-8	-15
CCOc1ccc(Nc2nc(Cl)nc(NCCO)n2)cc1	-4	244	-6	-1.1	9	24	1	95	-24	1	-1
C=CCNc1nc2ccccc2nc1NS(=O)(=O)c1ccc(OC)cc1	0	-29	6	0.0	6	5	2	94	-5	-2	-5
Cc1cc(C)c2c(=O)[nH]c(SCc3ccc([N+](=O)[O-])cc3)nc2n1	0	423	-7	1.3	-4	3	2	84	-3	-3	8
COc1ccc(NC(=O)CC2C(=O)N(C)C(=S)N2CCc2ccccc2F)cc1 (centres undefined)	-8	309	33	2.7	9	-18	0	98	18	-10	-7
O=C(NCc1ccccn1)c1cc(-c2ccncc2)nc2ccccc12	0	-5	-3	0.5	4	11	-16	96	-11	-5	1
Clc1ccccc1Nc1nc2ccccc2o1	-1	125	-4	-0.6	77	-9	-6	103	9	-12	-7
CN1CCN(Cc2cc(=O)oc3ccc(Cl)cc23)CC1	5	-4	0	-0.3	.	2	-5	111	-2	-5	-9
Cc1onc(-c2ccccc2)c1C(=O)Nc1cccc(S(=O)(=O)N2CCCCC2)c1	-4	7	10	0.2	0	-18	-14	119	18	8	-6
CCCCn1c(N)c(N(CCOC)C(=O)c2cc(C)oc2C)c(=O)[nH]c1=O	-1	23	-17	1.3	7	11	2	103	-11	-6	2
Cc1ccc2c(CC(=O)NCc3cccs3)coc2c1	0	-23	2	-0.5	29	-3	-7	85	3	1	3
CNC(=S)N(Cc1ccc(OC)cc1)Cc1cc2cc(C)ccc2[nH]c1=O	1	5	-41	-0.4	7	-11	6	75	11	.	.
CC(C(=O)N1CCc2ccccc21)N1CCN(Cc2ccc(Cl)cc2)CC1 (centres undefined)	5	55	-6	-1.3	-12	-10	-3	95	10	7	-3
O=C(CCN1C(=O)/C(=C/C=C/c2ccccc2)SC1=S)Nc1nccs1	0	2	7	0.9	23	-7	-11	.	7	-5	0
O=C(O)c1ccc2c(c1)C(=O)N(c1cc(C(=O)O)ccc1Br)C2=O	1	-4	6	0.6	.	20	0	97	-20	-3	-5
O=[N+]([O-])c1ccc(-c2c(O)c3ccccc3c3nc4ccccc4nc23)cc1	1	-19	18	1.3	-7	-19	-3	80	19	-2	-5
CC1CCCC(C)N1S(=O)(=O)c1ccc(NC(=O)CNC2CCCC2)cc1 (centres undefined)	1	-15	1	-3.3	2	.	-7	127	.	-2	5
O=C(N/N=C/c1ccccn1)C(=O)N1CCCCCC1	-2	175	5	1.1	.	11	-1	114	-11	3	-13
Cc1c(NC(=O)c2cn3ccccc3n2)cccc1-n1cnnn1	-4	33	4	1.1	27	.	-6	99	.	3	-5
Cc1ccc(-n2ncc3c(N4CCN(c5ccccc5)CC4)ncnc32)c(C)c1	-2	-6	9	-0.3	.	-23	-10	98	23	-1	11
O=C(/C=C/c1ccccc1)Nc1cccc(S(=O)(=O)Nc2ccccc2F)c1	-1	-10	22	0.1	0	.	-5	100	.	-12	-8
Cc1csc(SC(C)C(=O)Nc2ccc(Cl)cn2)n1 (centres undefined)	-1	5	10	1.0	.	-2	-6	102	2	4	11
